# Source: PubChem BioAssay
# SMARCA2 act: SMARCA2 (BRM) function activators, primary screen, cell-based, luminescence, high throughput; 370,000 compounds, 1% hits; AID 652017, 2013; activation, % at 9.1 µM; MG213 cells, MMTV-luciferase reporter, dexamethasone, overnight; in the data active = activation above about 7.8%;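 also: 0% = vehicle wells and 100% = reference activator wells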
# PG9 binder: binders of HIV-1 gp120 antibody PG9, primary screen, biochemical, TR-FRET. inhibition, % at 6.7 µM. HIV-1 gp120 / PG9 antibody interaction. TR-FRET gp120-PG9 antibody binding. 360,000 compounds, 0.43% hits. AID 624416, 2012; in the data active = inhibition above about 8.5%
# ARFGAP1 inhibitor: inhibitors of rat ARFGAP1 GAP activity, primary screen, biochemical, fluorescence polarization, GDP tracer; ADP-ribosylation factor GTPase-activating protein 1 (Rattus norvegicus), Q62848; Arfgap1-stimulated ARF1 GTP hydrolysis, GDP FP detection; inhibition, % at 16.5 µM; 360,000 compounds, 0.26% hits;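 active = inhibition above a per-plate limit, mean inhibition of low control wells plus 3 SD, cut at about 25% in these data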;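 also: 0% = DMSO wells with enzyme and 100% = wells lacking Arfgap1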
#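 Material: rat Arfgap1 catalytic domain, aa 1-136; also added: human ARF1(Δ1-17)-GTP substrate; compound dosing: one concentration, 16.5 µM, DMSO 1.26%; incubation: GTP hydrolysis reaction 2 h at 25 °C; measured by: Tracer-displacement fluorescence polarization with EDTA stop, 620/688 nm; evaluation: % inhibition from polarization; repeats: one replicate per compound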
# ASAP1 GAP inh: inhibitors of human ASAP1 ArfGAP activity, primary screen, biochemical, fluorescence polarization | 360,000 compounds, 0.19% hits | ASAP1-stimulated ARF1 GTP hydrolysis, GDP FP detection | inhibition, % at 16.5 µM; in the data active = inhibition above about 25%;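 also: 0% = vehicle with enzyme and substrate and 100% = no enzyme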
# Target sequence (Q9ULH1 325-724 limits assumed): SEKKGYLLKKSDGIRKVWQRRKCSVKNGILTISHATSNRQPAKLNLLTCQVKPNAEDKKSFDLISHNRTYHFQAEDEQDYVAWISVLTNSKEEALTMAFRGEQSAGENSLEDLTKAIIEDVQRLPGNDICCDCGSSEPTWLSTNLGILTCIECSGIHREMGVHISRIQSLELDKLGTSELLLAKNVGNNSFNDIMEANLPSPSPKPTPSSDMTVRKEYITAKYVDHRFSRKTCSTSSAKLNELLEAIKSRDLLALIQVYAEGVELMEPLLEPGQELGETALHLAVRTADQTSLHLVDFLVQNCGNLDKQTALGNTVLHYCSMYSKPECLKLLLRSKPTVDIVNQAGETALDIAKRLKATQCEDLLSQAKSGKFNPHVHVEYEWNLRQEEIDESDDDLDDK
# Rev-erbA mod: modulators of Rev-erb alpha DNA binding, primary screen, biochemical, FITC-DNA, fluorescence polarization, uHTS. Nuclear receptor subfamily 1 group D member 1 (Homo sapiens), P20393. Rev-erbα–FITC-DNA binding, 90 min. activity, % at 10 µM. 370,000 compounds, 0.79% hits;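 active = activity above about 14%, limit read from the data; passing the limit was not always enough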;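 also: 0% = DMSO wells with 35 nM protein and 100% = DMSO wells with 750 nM protein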
# Target sequence (P20393 whole entry, looked up): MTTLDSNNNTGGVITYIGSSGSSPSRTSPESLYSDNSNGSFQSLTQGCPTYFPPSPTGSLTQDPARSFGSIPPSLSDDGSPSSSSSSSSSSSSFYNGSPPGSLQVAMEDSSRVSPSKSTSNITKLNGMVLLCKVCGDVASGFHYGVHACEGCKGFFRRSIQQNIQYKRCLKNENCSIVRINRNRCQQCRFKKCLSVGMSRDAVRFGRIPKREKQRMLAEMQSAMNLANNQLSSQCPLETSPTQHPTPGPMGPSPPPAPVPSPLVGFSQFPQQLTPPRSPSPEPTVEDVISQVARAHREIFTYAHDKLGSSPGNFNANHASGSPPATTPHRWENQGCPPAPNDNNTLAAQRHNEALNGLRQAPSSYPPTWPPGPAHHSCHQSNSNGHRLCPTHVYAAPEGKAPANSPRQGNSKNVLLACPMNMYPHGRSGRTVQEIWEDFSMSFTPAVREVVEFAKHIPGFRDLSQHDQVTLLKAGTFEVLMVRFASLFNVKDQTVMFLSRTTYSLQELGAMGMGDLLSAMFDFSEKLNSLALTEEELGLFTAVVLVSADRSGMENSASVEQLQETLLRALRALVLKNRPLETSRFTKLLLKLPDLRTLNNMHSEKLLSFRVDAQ
# NPR1 activator: GC-A stimulated cGMP production enhancers – HEK293 GC-A cells, cGMP TR-FRET, EC30 ANP, primary screen; Atrial natriuretic peptide receptor 1 (Homo sapiens), P16066; AID 1671463, 2021; 0% at EC30 ANP, 100% saturating ANP; activation, % at 10 µM; 370,000 compounds, 0.14% hits; in the data active = activation above about 40%
# NPR2 activator: human GC-B receptor activators, primary screen, HEK293 GC-B cells, cGMP TR-FRET, EC30 CNP. Atrial natriuretic peptide receptor 2 (Homo sapiens), P20594. 0% at EC30 CNP, 100% saturating CNP. activation, % at 10 µM. 370,000 compounds, 0.11% hits. AID 1920062, 2024;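 active = activation at 10 µM reaching about 35% in either raw or pattern-adjusted values, limit read from the data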
# rCAG binder: binders of r(CAG) RNA repeats, primary screen, biochemical, fluorescence; r(CAG) RNA repeat, TO-PRO-1 dye displacement fluorescence; inhibition, % at 3 µM; 370,000 compounds, 1.3% hits;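 active = inhibition above the plate cutoff, the mean of all test compounds on that plate plus 3 SD, cut at about 35% in these data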;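 also: 0% = DMSO alone and 100% = 100 µM mitoxantrone as full dye displacement; higher means more dye released from RNA so lower well fluorescence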
# HTRA1 inhibitor: HTRA1 serine protease inhibitors, primary screen, biochemical, fluorescence polarization, HTS. AID 504803, 2011. 340,000 compounds, 0.5% hits. Q92743. inhibition, % at 5.96 µM. recombinant HTRA1, FP-rhodamine activity-based probe; in the data active = inhibition above about 36%;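 also: 0% = enzyme with DMSO and 100% = wells lacking enzyme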
# mABHD4 FP: ABHD4 inhibitors, primary screen, biochemical, fluorescence polarization, mouse | (Lyso)-N-acylphosphatidylethanolamine lipase (Mus musculus), Q8VD66 | purified mABHD4, FP-Rh probe fluorescence polarization | inhibition, % at 8.92 µM | 370,000 compounds, 0.54% hits;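 active = inhibition exceeding the mean over every tested compound plus 3 SD, cut at about 30% in these data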;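 also: 0% = plate median of compound wells and 100% = S159A mutant with DMSO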
#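 Assay system: mouse ABHD4 enzyme, wild type / Also added: fluorescent activity-based probe FP-Rh / Doses: single nominal dose of 8.92 µM, 0.89% DMSO final / Timing: 45 min compound pre-incubation plus 60 min probe step, 25 °C / Signal: FP readout, ex 525 nm / em 598 nm / Control set: S159A mutant/DMSO as 100%, compound-well median as 0%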
# * = called active by the depositor; · = not tested or not shown.
molecule	NPR1 activator	rCAG binder	SMARCA2 act	Rev-erbA mod	ARFGAP1 inhibitor	PG9 binder	NPR2 activator	ASAP1 GAP inh	HTRA1 inhibitor	mABHD4 FP
CCCCN1C(=O)C(CC(=O)NCCN2CCOCC2)CC(C(=O)N2CCOCC2)=C1C (stereo unspecified)	1	-2	-1	0	-10	0.0	0	-2	8	4
COC(=O)NNC(=O)/C=C/c1ccccc1	-5	0	-1	13	7	-0.2	3	4	5	-2
Cc1cccc(C(=O)Nc2ccc3c(c2)C(=O)N(CC(C)C)C3=O)c1	3	-2	2	2	-5	1.6	3	-1	-21	-2
O=C1/C(=C\c2ccc(O)cc2)SC(=S)N1Cc1ccccc1	-2	28	2	10	24	-1.0	4	5	-17	-20
CC(=O)OC[C@@H]1CN(Cc2ccccc2)C[C@H](n2cnc3c(NC4CCC4)ncnc32)O1	-2	2	0	2	8	1.4	2	-4	·	-3
COc1ccc(CC(=O)N(C)CC(=O)Nc2cccc(F)c2)cc1S(=O)(=O)N1CCOCC1	-5	1	-3	3	3	-3.0	5	9	3	-2
CN1CCc2nc(NC(=O)c3cccc(S(=O)(=O)N4CCc5ccccc54)c3)sc2C1	-10	3	-1	3	6	1.5	6	-11	-13	-13
Cc1ccc(C(=O)N2CCN(Cc3ccc4c(c3)OCO4)CC2)c(Cl)c1	1	-7	-2	4	3	-1.6	4	-15	-5	-3
C=CCOC(=O)C1=C(C)OC(N)=C(C#N)C1c1c(C)nn(-c2ccccc2)c1Cl (stereo unspecified)	-10	2	-1	-3	-8	-2.0	-10	-3	-7	8
CCCC/C(O)=C/c1nc2ccccc2[nH]c1=O	3	-3	1	5	3	-4.7	-5	-2	0	4
COc1ccc(CNC(=O)c2ccccc2[N+](=O)[O-])cc1	5	·	·	-3	·	·	6	·	4	·
CCOC(=O)c1c(C)n(C)c2ccc(OC)c(NC(=O)CCN3CCSCC3)c12	1	-7	-4	1	18	-2.1	6	10	1	-2
COc1cc2c(c(OC)c1)C(=O)O[C@H](C)C[C@@H]1O[C@H]1CCCCC(=O)C2	2	0	-7	9	·	·	4	·	·	1
COc1ccc2c(c1)CN1CN(CC(C)C)S(=O)(=O)CC21 (stereo unspecified)	0	2	-5	-3	·	·	-1	·	·	-6
CCC(C)Sc1ccc([C@@H]2[C@H]3C(=O)N(CC)C(=O)[C@H]3[C@]3(C(=O)OC)CCCCN23)cc1 (stereo partly specified)	-1	-2	0	16*	2	-0.1	-1	-3	-5	-7
Cn1cc(S(=O)(=O)NCCc2ccccc2)c(=O)n(C)c1=O	4	2	-3	-4	-7	2.2	4	-1	5	3
COc1ccc(OC)c(S(=O)(=O)NCC(c2cccs2)N2CCc3ccccc3C2)c1 (stereo unspecified)	-12	0	1	7	-11	-3.0	-14	-16	-27	-5
O=C(Nc1ccn(Cc2c(F)c(F)cc(F)c2F)n1)c1ccc(COc2ccccc2Cl)cc1	3	·	·	4	·	·	1	·	-25	·
CC(C)c1cc(C(=O)NC2CCCc3c2cnn3-c2ccccc2F)no1 (stereo unspecified)	3	-8	-2	-1	-4	2.4	4	-1	-1	-2
COc1ccc(C(=O)Nc2ccccc2C(=O)NC(C)C)cc1OC	1	0	-6	-1	-3	-2.5	8	-11	-3	-1
O=C(/C=C/c1ccc(Cl)c([N+](=O)[O-])c1)Nc1ccc(N2CCCC2)cc1	-4	17	-4	-2	15	-1.3	-7	3	7	10
CC1(C(=O)NS(=O)(=O)c2ccc(F)cc2F)CCN1C(=O)Cc1cccc2ccccc12 (stereo unspecified)	3	15	3	2	-1	-0.2	2	12	·	5
CCOc1ccccc1N(C)C(=O)c1cc2c(=O)n(CC)c3ccccc3c2s1	-25	0	-1	5	13	-2.3	-15	-5	-87	-9
CC(NC(=O)c1cc2ccccc2o1)c1ccccc1 (stereo unspecified)	1	-3	-4	3	3	-1.4	-3	13	4	-4

# Record cards, from the list above.
# COc1ccc(OC)c(S(=O)(=O)NCC(c2cccs2)N2CCc3ccccc3C2)c1 (stereo unspecified) reads NPR1 activator = -12; rCAG binder = 0; SMARCA2 act = 1; Rev-erbA mod = 7; ARFGAP1 inhibitor = -11; PG9 binder = -3.0; NPR2 activator = -14; ASAP1 GAP inh = -16; HTRA1 inhibitor = -27; mABHD4 FP = -5
# CC1(C(=O)NS(=O)(=O)c2ccc(F)cc2F)CCN1C(=O)Cc1cccc2ccccc12 (stereo unspecified) reads NPR1 activator = 3; rCAG binder = 15; SMARCA2 act = 3; Rev-erbA mod = 2; ARFGAP1 inhibitor = -1; PG9 binder = -0.2; NPR2 activator = 2; ASAP1 GAP inh = 12; HTRA1 inhibitor = ·; mABHD4 FP = 5

# Later entries.
molecule	NPR1 activator	rCAG binder	SMARCA2 act	Rev-erbA mod	ARFGAP1 inhibitor	PG9 binder	NPR2 activator	ASAP1 GAP inh	HTRA1 inhibitor	mABHD4 FP
COc1ccc(NC(=O)OC[C@@H]2CSCCS(=O)(=O)N2)cc1	-2	-1	0	-1	1	0.6	-3	-9	·	3
CCCCN(C)CCNC(=O)c1cc2c(-c3ccccc3F)nn(C)c2s1	-19	-2	0	-4	5	1.4	-9	8	-6	1
COc1ccc(NC(=O)C2CCCN(S(=O)(=O)c3cccc4cccnc34)C2)cc1OC (stereo unspecified)	-2	1	1	1	-4	1.1	2	6	3	0
CCCCCCOC(=O)C1=C(C)NC(=O)NC1c1ccc2c(c1)OCO2 (stereo unspecified)	-10	-6	-2	17*	0	-4.0	-3	-7	-17	2
CC(C)N1C(=O)CCC1C(=O)NCCc1ccc(Cl)cc1 (stereo unspecified)	3	3	-2	-1	0	-1.0	4	-3	-2	6
COc1ccc(/C=C/C(=O)O)cc1S(=O)(=O)N1CCCCC1	3	4	3	5	0	0.6	0	-5	-16	6
CC1=NC(C#N)=C(C#N)NC(C)(C)C1	4	2	-3	-9	-1	-0.4	-8	-6	9	5
O=C(NCCNS(=O)(=O)c1ccc(C(F)(F)F)cc1)N1CCOCC1	4	-1	-1	3	-6	-1.4	10	-3	-2	2
O=c1c(O)c(-c2cccs2)oc2ccccc12	9	-1	-2	4	3	4.0	4	-2	5	0
CCOC(=O)c1sc2nc(COC(=O)c3c(F)cccc3F)[nH]c(=O)c2c1C	-7	16	2	2	10	-0.2	-1	3	-5	-2
CCc1cccc(NC(=O)Cn2cc(C=O)c3ccccc32)c1	-3	5	0	-1	9	-0.5	-1	5	-32	-15
CCOC(=O)c1c(CN2CCN(C)CC2)oc2ccc(O)cc12	-5	-4	-3	-7	0	0.7	-10	-4	3	-4
COc1ccc(/C(N)=N/OC(=O)c2c(-c3ccccc3Cl)noc2C)cc1OC	6	-4	0	2	9	-3.0	-3	5	-16	3
COc1ccc2c(c1)-c1nc(/N=C/c3c(O)ccc4ccccc34)sc1CC2	-4	2	1	9	0	-4.0	1	2	-3	29
CCn1ncc(/C=N\NC(=O)Cc2ccc([N+](=O)[O-])cc2)c1C	7	-1	-3	-5	-2	0.3	7	5	2	0
CCn1c(=N)n(CC(O)c2ccco2)c2ccccc21 (stereo unspecified)	-2	2	-1	3	0	1.5	-9	-6	0	1

# An excerpt from above, limited to SMARCA2 act, NPR1 activator and ASAP1 GAP inh:
smiles,SMARCA2 act,NPR1 activator,ASAP1 GAP inh
COc1ccc2c(c1)-c1nc(/N=C/c3c(O)ccc4ccccc34)sc1CC2,1,-4,2
CCn1ncc(/C=N\NC(=O)Cc2ccc([N+](=O)[O-])cc2)c1C,-3,7,5
CCn1c(=N)n(CC(O)c2ccco2)c2ccccc21 (stereo unspecified),-1,-2,-6

# (more compounds)
molecule	NPR1 activator	rCAG binder	SMARCA2 act	Rev-erbA mod	ARFGAP1 inhibitor	PG9 binder	NPR2 activator	ASAP1 GAP inh	HTRA1 inhibitor	mABHD4 FP
O=C(NCC1CCCO1)c1[nH]c(C(F)(F)F)nc1-c1ccccc1 (stereo unspecified)	4	1	-1	0	3	1.8	1	-9	·	0
COc1cc(C2NC(=O)NC(c3ccccc3)=C2C(C)=O)cc(Cl)c1OCC(=O)O (stereo unspecified)	-4	2	4	1	-7	0.1	1	-1	4	2
CC(=O)N1CCC(N(CCN2CCOCC2)C(=S)Nc2cc(C)ccc2C)CC1	-1	-1	0	-1	-6	0.0	3	11	5	4
Cc1c(C)c2c(OCC(=O)N3CCC[C@H]3C(=O)O)cc3c(c2oc1=O)CCC(C)(C)O3	5	11	1	-7	8	0.4	1	-1	2	-2
COc1ccc(-c2cn[nH]c2C)cc1OC	7	2	0	-4	-15	0.0	-1	-13	0	-5
Cn1c(CC(=O)Nc2ccccc2F)nnc1SCC(=O)Nc1nncs1	3	-1	3	7	12	-2.0	3	-11	2	-6
CSc1nc(C)cc(SCC(=O)Nc2ccc(Cl)cc2Cl)n1	-4	4	8.0*	-3	7	1.1	-1	2	-12	-1
CC(C)COc1ccc(Cc2cnc(N)nc2N)cc1	0	0	-6	-2	-1	-0.5	-3	1	-3	8
CCCc1nn(C)c2c(=O)[nH]c(-c3cc(S(=O)(=O)N(CCO)CCO)ccc3OCC)nc12	50*	-5	-1	-4	-10	1.1	56*	19	4	10
O=C(NCc1ccncc1)C1CCN(S(=O)(=O)Cc2ccccc2)CC1	-3	0	0	0	-1	-0.8	9	-9	2	-2
